# Assay outcomes from PubChem BioAssay.
# U2OS ROS induce – inducers of reactive oxygen species in cancer cells | U2OS ROS induction, H2DCF-DA fluorescence | ROS induction (% of piperlongumine), % at 10 µM | 46,000 tested, 2% active | AID 624156; in the data active = ROS induction above about 79%, passing the limit was not always enough;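 also: 0% = DMSO vehicle median and 100% = reference compound median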
# * = called active by the depositor.
SMILES,U2OS ROS induce
O=C(O)CN(c1cc(Cl)cc(Cl)c1)S(=O)(=O)c1ccccc1,-9
CCCCn1cnc2sc3c(c2c1=N)CCCCC3,38
C[C@H](CO)N1C[C@H](C)[C@H](CN(C)C(=O)Nc2ccc(C(F)(F)F)cc2)Oc2ccc(NS(=O)(=O)c3ccc(Cl)cc3)cc2C1=O,31
O=C(Cn1nc(Cc2ccncc2)c2ccccc2c1=O)NCc1ccccc1,-8
C[C@H](CO)N1C[C@H](C)[C@@H](CN(C)Cc2ccccc2)Oc2ccc(NS(=O)(=O)c3ccc(F)cc3)cc2C1=O,19
CCOc1ccc(C(=O)Nc2cc(C)ccn2)cc1,41
CCOc1cc(S(=O)(=O)NC2CC(C)(C)NC(C)(C)C2)ccc1F,1
CCOC(=O)c1ccccc1NC(=O)COc1ccccc1,7
C[C@@H]1CN([C@H](C)CO)C(=O)c2cccc(NS(=O)(=O)c3ccccc3)c2O[C@H]1CN(C)Cc1ccc(Oc2ccccc2)cc1,4
C[C@@H]1CN([C@@H](C)CO)C(=O)CCCn2cc(nn2)CO[C@@H]1CN(C)C(=O)c1ccncc1,-26
C[C@@H]1CN([C@@H](C)CO)C(=O)c2cc(NC(=O)Nc3ccccc3)ccc2O[C@H]1CN(C)C(=O)Nc1ccc(C(F)(F)F)cc1,40
COC(=O)c1cc(OC)c(OC)cc1NC(=O)CN1C(=O)c2ccccc2C1=O,-10
Cc1cc(C)nc(NS(=O)(=O)c2ccc(NC(=O)NC3CCCCC3)cc2)n1,-2
CCOC(=O)c1c(C)oc(-c2ccc(Cl)cc2)c1S(=O)(=O)NCc1ccccc1,-9
C=CC[C@@]12C[C@@H](OC)C(=O)C(OC)=C1O[C@H](c1ccc3c(c1)OCO3)[C@H]2C,-7
CNC[C@H]1Oc2c(NC(=O)c3cc(C)nn3C)cccc2C(=O)N([C@H](C)CO)C[C@@H]1C,-20
CC1=CC2=NC(C(F)(F)F)(C(F)(F)F)NC(=O)N2C=C1,1
COc1ccc(S(=O)(=O)Nc2ccc3c(c2)CC(=O)N([C@@H](C)CO)C[C@H](C)[C@@H](CN(C)S(=O)(=O)c2cn(C)cn2)O3)cc1,-4
C[C@@H]1CN([C@H](C)CO)C(=O)CCCn2cc(nn2)CO[C@@H]1CN(C)S(C)(=O)=O,2
C[C@H]1CN([C@@H](C)CO)C(=O)c2cc(NC(=O)Nc3ccccc3)ccc2O[C@H]1CN(C)S(C)(=O)=O,-4
Cc1ccc2nc(-c3ccc(NC(=O)CS(=O)(=O)Cc4ccccc4)cc3)sc2c1,-6
C[C@H]1CN([C@@H](C)CO)C(=O)CCCn2nncc2CO[C@@H]1CN(C)C(=O)Nc1cccc(Oc2ccccn2)c1,29
CCOC(=O)C(C)Oc1cc(O)c2c(=O)cc(-c3ccccc3)oc2c1 (stereo not drawn),3
CC(C)(C)C(=O)Nc1nc(NC(=O)C(C)(C)C)nc(-c2ccccc2C(F)(F)F)n1,-9
Cc1ccc(NC(=O)CSc2n[nH]c(-c3ccco3)n2)cc1,-22

# 3 compounds from above, sorted by formula weight, low to high:
SMILES,U2OS ROS induce
CCOc1cc(S(=O)(=O)NC2CC(C)(C)NC(C)(C)C2)ccc1F,1
C=CC[C@@]12C[C@@H](OC)C(=O)C(OC)=C1O[C@H](c1ccc3c(c1)OCO3)[C@H]2C,-7
O=C(Cn1nc(Cc2ccncc2)c2ccccc2c1=O)NCc1ccccc1,-8

# 2 compounds picked at random from the list so far, as already listed:
SMILES,U2OS ROS induce
CCOC(=O)c1ccccc1NC(=O)COc1ccccc1,7
CCOC(=O)C(C)Oc1cc(O)c2c(=O)cc(-c3ccccc3)oc2c1 (stereo not drawn),3

# Other compounds follow:
SMILES,U2OS ROS induce
Cc1ccc(S(=O)(=O)Nc2ccc3c(c2)C(=O)N([C@H](C)CO)C[C@@H](C)[C@@H](CN(C)S(=O)(=O)c2ccccc2)O3)cc1,12
COc1ccc(-c2nnc(SCC(=O)n3c4c(c5c3CCCC5)CCCC4)n2C)cc1,-4
C[C@@H]1CN([C@@H](C)CO)C(=O)CCCn2nncc2CO[C@H]1CN(C)Cc1ccncc1,9
C[C@@H]1CN([C@H](C)CO)C(=O)c2cc(NS(=O)(=O)c3ccc(F)cc3)ccc2O[C@H]1CN(C)CC1CCCCC1,9
C[C@H](CO)N1C[C@H](C)[C@@H](CN(C)S(=O)(=O)c2ccccc2)Oc2c(NC(=O)c3cnccn3)cccc2C1=O,4
O=C(NO)c1cccc(C(=O)N/N=C/c2ccc(CO)o2)c1,0
C[C@H](CO)N1C[C@H](C)[C@H](CN(C)CC2CCCCC2)Oc2ccc(NS(C)(=O)=O)cc2CC1=O,0
O=C(N1CC(Oc2ccc(Cl)cc2)C1)N1CC(Oc2ccc(Cl)cc2)C1,6
Cc1cccc(C)c1NC(=O)C1CC=CCC1C(=O)O (stereo not drawn),1
C[C@H]1CN([C@@H](C)CO)C(=O)c2cc(NC(=O)CCCN(C)C)ccc2O[C@H]1CN(C)S(=O)(=O)c1ccccc1,1
COc1ccc(C2=Nn3cnnc3SC2)cc1OC,-8
COc1nc(Nc2ccc(OC(F)(F)F)cc2)nc(NC2CC2)n1,-2
Cc1ccc(-c2nc3ccccc3[nH]2)cc1NC(=O)COc1cccc([N+](=O)[O-])c1,36
CCOC(=O)CSC1=C(C#N)C(c2ccc(Cl)cc2)C(C(=O)OC)C(=O)N1 (stereo not drawn),-5
COc1ccccc1NC(=O)COc1ccc(CO)cc1Cl,9
CC1CCC(C(C)C)C(=O)/C1=C\c1ccc(NC(=O)CCC(=O)O)cc1 (stereo not drawn),6
CC1=CC(C)(C)N(C(C)C)C(=O)N1c1ccc(C)cc1,-1
Cc1noc(C)c1NC(=O)N(C)C[C@H]1Oc2ccc(NC(=O)CCCCCC(=O)Nc3ccccc3N)cc2C(=O)N([C@H](C)CO)C[C@@H]1C,-4
C=CCn1c2ccccc2n2cc(-c3ccccc3)nc12,-2
COc1ccc(CN(C)C[C@H]2OCc3cnnn3CCCC(=O)N([C@@H](C)CO)C[C@@H]2C)cc1,46
O=C(O)CC1(CC(=O)Nc2cccc(C(F)(F)F)c2)CCCC1,-18
COc1ccc(NC(=O)Nc2ccc3c(c2)CC(=O)N([C@@H](C)CO)C[C@H](C)[C@@H](CN(C)S(=O)(=O)c2c(C)noc2C)O3)cc1,-1
NS(=O)(=O)c1cc(C(=O)O)cc(N2CCCC2)c1Oc1ccccc1,-9
COc1cc(NS(=O)(=O)c2ccc(N)cc2)nc(OC)n1,-10
O=C(Nc1ccc(I)cc1C(=O)NCc1ccco1)c1ccco1,9

# Quoted from the listing.
# Value for CCOC(=O)CSC1=C(C#N)C(c2ccc(Cl)cc2)C(C(=O)OC)C(=O)N1 (stereo not drawn) under U2OS ROS induce: -5
# Value for O=C(N1CC(Oc2ccc(Cl)cc2)C1)N1CC(Oc2ccc(Cl)cc2)C1 under U2OS ROS induce: 6
# Value for NS(=O)(=O)c1cc(C(=O)O)cc(N2CCCC2)c1Oc1ccccc1 under U2OS ROS induce: -9
# Value for C[C@H]1CN([C@@H](C)CO)C(=O)c2cc(NC(=O)CCCN(C)C)ccc2O[C@H]1CN(C)S(=O)(=O)c1ccccc1 under U2OS ROS induce: 1

# Further entries follow.
SMILES,U2OS ROS induce
CCN(CC)c1nc2ccccc2c(N)c1-c1ccccc1,11
C[C@H](CO)N1C[C@H](C)[C@H](CN(C)CC2CCCCC2)Oc2ccc(NC(=O)Cc3ccccc3)cc2C1=O,12
COCCOC(=O)N1C(=O)[C@@]2(c3cc(C#CC4=CCCCC4)ccc31)[C@H](c1ccc(O)cc1)N1[C@H](c3ccccc3)[C@H](c3ccccc3)OC(=O)[C@H]1[C@@H]2C(N)=O,-7
CC1OC(O[C@H]2[C@@H](O)C[C@@]3(C)C([C@H](O)C[C@]4(C)C3CC=C3[C@@H]5CC(C)(C)CC[C@]5(C(=O)OC5OC(C)C(OC6OCC(OC7OCC(O)C(OC8OCC(O)C(O)C8O)C7O)C(O)C6O)C(O)C5O)CC[C@]34C)[C@]2(C)CO)C(O)C(OC2OC(CO)C(O)C(O)C2O)C1O (stereo partly drawn),-1
CC(=O)OC(CCCCCCCCCC(C)O)Cc1cc(O)cc(O)c1 (stereo not drawn),22
C[C@H]1CN([C@@H](C)CO)C(=O)c2cccc(NC(=O)C3CC3)c2O[C@H]1CN(C)Cc1ccc(Oc2ccccc2)cc1,5
COc1ccc(NC(=O)Nc2nn(Cc3ccc(Cl)cc3Cl)cc2Br)cc1OC,35
COc1ccc(S(=O)(=O)N(C)C[C@@H]2Oc3ccc(NC(=O)c4ccncc4)cc3CC(=O)N([C@H](C)CO)C[C@@H]2C)cc1,2
OC(COc1ccc(Br)cc1)Cn1ccnc1 (stereo not drawn),-7
CCCc1c(O)nc(SC2CC(=O)N(c3ccc(Oc4ccccc4)cc3)C2=O)[nH]c1=O (stereo not drawn),3
O=C(NCc1ccc2c(c1)OCO2)c1cccc2ccccc12,-7
C[C@@H]1CN([C@@H](C)CO)C(=O)c2cc(NC(=O)CCC(F)(F)F)ccc2O[C@H]1CN(C)Cc1ccncc1,-9
CCCCC/C=C\C/C=C\CCCCCCCC(N)=O,17
O=C(Cc1ccc(-n2c(=S)[nH]c3ccccc3c2=O)cc1)NCCc1ccccc1,-2
CC(C)N(C(=O)N1CCN(c2ccnc3cc(Cl)ccc23)CC1)C(C)C,13
COC(=O)c1ccc(C(=O)Nc2ccc(C(F)(F)F)cc2)nc1,0
C[C@H]1CN([C@@H](C)CO)C(=O)c2cccc(N(C)C)c2O[C@@H]1CN(C)Cc1ccncc1,5
C[C@@H]1CN([C@H](C)CO)C(=O)c2cc(NS(=O)(=O)c3cccs3)ccc2O[C@@H]1CN(C)S(=O)(=O)c1ccccc1,-6
CC(C)NC(=O)Nc1ccc2c(c1)C(=O)N([C@H](C)CO)C[C@H](C)[C@H](CN(C)C(=O)C1CCCCC1)OCCCC[C@@H](C)O2,3
CC(=O)NCCc1ccc(O)cc1,-12
O=C(N/N=C/c1c(F)c(F)c(F)c(F)c1F)c1ccccc1O,-16
COc1ccc([N+](=O)[O-])cc1NC(=O)c1ccccc1N(C)S(C)(=O)=O,1
C[C@@H]1CN([C@@H](C)CO)C(=O)c2cccc(NC(=O)C3CCOCC3)c2O[C@H]1CN(C)C,-7
Cc1ccc(C(=O)C2C(=O)C(=O)N(Cc3cccnc3)C2c2ccc(Cl)c(Cl)c2)o1 (stereo not drawn),-1
CC(C)C1N=C2c3ccccc3N=C(SCc3ccccc3F)N2C1=O (stereo not drawn),64

# Of the compounds above, these contain an NH in an aromatic ring:
SMILES,U2OS ROS induce
Cc1ccc(NC(=O)CSc2n[nH]c(-c3ccco3)n2)cc1,-22
Cc1ccc(-c2nc3ccccc3[nH]2)cc1NC(=O)COc1cccc([N+](=O)[O-])c1,36
CCCc1c(O)nc(SC2CC(=O)N(c3ccc(Oc4ccccc4)cc3)C2=O)[nH]c1=O (stereo not drawn),3
O=C(Cc1ccc(-n2c(=S)[nH]c3ccccc3c2=O)cc1)NCCc1ccccc1,-2

# Remaining list, next part
SMILES,U2OS ROS induce
C[C@H](CO)N1C[C@H](C)[C@@H](CN(C)S(C)(=O)=O)Oc2ccc(NC(=O)c3ccncc3)cc2C1=O,-2
COc1ccc(S(=O)(=O)N(C)C[C@@H]2Oc3ccc(NC(=O)CCCN(C)C)cc3CC(=O)N([C@@H](C)CO)C[C@@H]2C)cc1,0
COc1ccc(NC(=O)CSc2nnc(-c3ccncc3)o2)cc1,36
C[C@@H]1CN([C@@H](C)CO)C(=O)c2cc(NC(=O)NC3CCCCC3)ccc2O[C@H]1CN(C)S(=O)(=O)c1ccc(F)cc1,28
CC(=O)O[C@@H]1[C@@H](OC(=O)/C=C/c2ccccc2)[C@@H](OC(=O)/C=C/c2ccccc2)[C@H](O[C@H]2[C@@H]3C=CO[C@@H](O[C@@H]4O[C@H](CO)[C@@H](O)[C@H](O)[C@H]4O)[C@@H]3[C@@]3(CO)O[C@@H]23)O[C@H]1C,-3
COc1ccc(NC(=O)Nc2cccc3c2O[C@@H](CN(C)C(=O)NC2CCCCC2)[C@@H](C)CN([C@H](C)CO)C3=O)cc1,10
C[C@H]1CN([C@@H](C)CO)C(=O)c2cc(NC(=O)C3CC3)ccc2O[C@@H]1CN(C)Cc1ccc(C(F)(F)F)cc1,-9
S=C(NC1CCCCC1)N(Cc1ccccc1)CC1CC=CCC1 (stereo not drawn),39
C[C@@H]1CN([C@@H](C)CO)C(=O)CCCn2cc(nn2)CO[C@@H]1CN(C)S(=O)(=O)c1ccccc1,6
Cc1c(NC(=O)CSc2nnnn2-c2ccc(O)cc2)c(=O)n(-c2ccccc2)n1C,-11
CS(=O)(=O)N(CC(=O)Nc1c(F)cccc1F)C1CCCCC1,-3
O=C(CCN1C(=O)c2cccc([N+](=O)[O-])c2C1=O)Nc1ccccc1C(F)(F)F,8
Cc1cc(C)cc(NC(=O)COc2ccc3cc(-c4ccccc4)c(=O)oc3c2)c1,21
CN1CCN(NC(=O)CCN2C(=O)/C(=C\c3ccccc3)SC2=S)CC1,4
C[C@H](CO)N1C[C@H](C)[C@@H](CN(C)S(=O)(=O)c2ccc(-n3cccn3)cc2)OCc2cnnn2CCCC1=O,9
C[C@@H]1CN([C@H](C)CO)C(=O)c2cccc(NC(=O)Nc3ccc(C(F)(F)F)cc3)c2O[C@H]1CN(C)S(=O)(=O)c1ccc(Cl)cc1,6
Cc1noc(C)c1S(=O)(=O)Nc1ccc2c(c1)CC(=O)N([C@H](C)CO)C[C@H](C)[C@H](CN(C)C(=O)Nc1ccc(C(F)(F)F)cc1)O2,18
C[C@@H]1CN([C@H](C)CO)C(=O)c2cc(N(C)C)ccc2O[C@H]1CN(C)Cc1ccc(-c2ccccc2)cc1,-2
Cc1noc(C)c1NC(=O)N(C)C[C@@H]1Oc2c(NS(C)(=O)=O)cccc2C(=O)N([C@@H](C)CO)C[C@H]1C,-7
Cc1ccc(S(=O)(=O)Nc2ccc3c(c2)CC(=O)N([C@H](C)CO)C[C@H](C)[C@H](CN(C)S(=O)(=O)c2cn(C)cn2)O3)cc1,-2
C[C@@H]1CN([C@H](C)CO)C(=O)c2cccc(NC(=O)CCCCCC(=O)Nc3ccccc3N)c2O[C@@H]1CN(C)Cc1ccccc1,2
O=C(COc1ccccc1[N+](=O)[O-])Nc1cc(-c2nc3ccccc3s2)c(Cl)cc1Cl,-2

# Some of the compounds tested, so the mix of outcomes need not match the whole.
